# Screening results (PubChem)
# LAP4 TOR yeast: modulators of LAP4-GFP expression in yeast, primary screen, S. cerevisiae, multiplex flow cytometry, MLPCN library. 3 h; median GFP as percent of DMSO wells. GFP response vs DMSO, % at 10 µM. 0.34% of 320,000 active. AID 2023, 2009;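 active = GFP response vs DMSO above a set limit, about the screen mean plus 3 SD, cut at about 150% in these data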
# GRK2 aptamer HTS: compounds blocking aptamer binding on GRK2 – biochemical, human GRK2, bead flow cytometry, HTS, primary screen | Beta-adrenergic receptor kinase 1 (Homo sapiens), P25098 | FAM-aptamer displacement from GRK2 | inhibition of aptamer binding, % at 10 µM | 0.59% of 330,000 active | AID 488847, 2010;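 active = inhibition of aptamer binding above 40%, roughly 3 SD of noise, on plates passing a quality check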;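 also: median bead fluorescence of bound FAM aptamer so fluorescent compounds give negative values; no value below 0 was filed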
# Target sequence (P25098 whole entry, looked up): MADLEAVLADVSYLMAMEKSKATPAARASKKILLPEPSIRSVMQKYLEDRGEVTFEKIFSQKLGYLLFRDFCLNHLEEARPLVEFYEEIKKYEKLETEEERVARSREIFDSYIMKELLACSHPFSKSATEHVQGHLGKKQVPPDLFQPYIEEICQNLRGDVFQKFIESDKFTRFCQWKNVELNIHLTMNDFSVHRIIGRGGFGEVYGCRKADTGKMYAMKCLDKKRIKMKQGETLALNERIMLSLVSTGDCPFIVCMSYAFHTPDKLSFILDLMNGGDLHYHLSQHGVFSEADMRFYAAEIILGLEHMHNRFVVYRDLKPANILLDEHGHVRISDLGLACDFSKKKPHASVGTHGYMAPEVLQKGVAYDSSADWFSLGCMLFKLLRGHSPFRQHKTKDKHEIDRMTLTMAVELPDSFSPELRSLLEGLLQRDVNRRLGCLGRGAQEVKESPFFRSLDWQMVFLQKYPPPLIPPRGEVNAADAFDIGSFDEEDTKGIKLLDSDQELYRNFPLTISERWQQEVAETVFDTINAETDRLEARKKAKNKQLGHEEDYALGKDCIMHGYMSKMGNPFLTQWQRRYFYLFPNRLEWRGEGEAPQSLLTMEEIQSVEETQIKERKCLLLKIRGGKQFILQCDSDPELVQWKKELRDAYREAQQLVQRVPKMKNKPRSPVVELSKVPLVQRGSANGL
# CR mimetic SO: reduction of superoxide in aged yeast, primary screen, HTS; S. cerevisiae aged cells, superoxide DHE fluorescence; stronger effect = lower value; superoxide response (% of plate mean), % at 10 µM; 0.18% of 330,000 active; AID 2690, 2010;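 active = superoxide response under a set limit, about three screen SD below normal, cut at about 65% in these data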;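 also: yeast aged for seven days with compound at 30 °C before DHE staining; 100% = average MFI of all compound-treated wells on the plate with controls excluded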
# CIT2 TOR yeast: modulators of CIT2-GFP expression in yeast, primary screen, S. cerevisiae, GFP fusion, multiplex flow cytometry, MLPCN library; AID 2029, 2009; 0.065% of 320,000 active; S. cerevisiae CIT2-GFP strain, 3 h; 100 means same as DMSO wells; GFP response vs DMSO, % at 10 µM;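 active = GFP response relative to DMSO above a set limit, near the screen mean plus 3 SD, cut at about 150% in these data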;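 also: ratio of well median GFP fluorescence to mean of DMSO wells on the plate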
# RPL19A-GFP yeast: RPL19A-GFP expression modulators in yeast, primary screen, cell-based, S. cerevisiae, multiplex flow cytometry, MLPCN; S. cerevisiae RPL19A-GFP strain, 3 h; stronger effect = lower value; percent response vs DMSO, % at 10 µM; 0.3% of 330,000 active; AID 2025, 2009;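 active = percent response vs DMSO below 50%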;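 also: median channel GFP fluorescence of the barcoded RPL19A-GFP strain; ratio of sample median GFP to plate DMSO average so 100% = DMSO; lower means less RPL19A-GFP as with rapamycin TOR inhibition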
# AGP1-GFP MLPCN: modulators of AGP1-GFP expression in yeast TOR pathway, primary screen, cell-based, multiplex flow cytometry, S. cerevisiae, MLPCN library; 0.02% of 320,000 active; 3 h; GFP as percent of DMSO wells; AID 2066, 2009; GFP response vs DMSO, % at 10 µM;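 active = GFP response relative to DMSO above a set limit, near screen average plus 3 SD, cut at about 150% in these data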;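 also: median GFP channel fluorescence of the gated AGP1 strain per well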
# VLA-4 inh: inhibition in human VLA-4 binding assay, primary screen, VLA-4 allosteric modulator project, MLPCN library, flow cytometry, VLA-4 expressing cells | 0.2% of 330,000 active | ligand binding flow cytometry | Integrin alpha-4 (Homo sapiens), P13612 | inhibition, % (about 7 µM as worked out from the volumes in the protocol) | AID 2557, 2010; in the data active = inhibition above about 50%
# MEP2-GFP yeast: modulators of MEP2-GFP levels in yeast, primary screen, S. cerevisiae, multiplex flow cytometry, MLPCN library; S. cerevisiae MEP2-GFP strain, 3 h; 100% = DMSO control level; GFP response vs DMSO, % at 10 µM; 0.51% of 330,000 active;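 active = GFP response versus DMSO above a set limit, roughly screen mean plus 3 SD, cut at about 180% in these data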;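 also: median GFP fluorescence of the barcode-gated MEP2-GFP cells per well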
# Numbers without * were called inactive; nt = no result given.
SMILES,LAP4 TOR yeast,GRK2 aptamer HTS,CR mimetic SO,CIT2 TOR yeast,RPL19A-GFP yeast,AGP1-GFP MLPCN,VLA-4 inh,MEP2-GFP yeast
CC(=O)C1=C(C)NC(=S)NC1c1cccc([N+](=O)[O-])c1 (stereo unspecified),97.1,1.0,118.0,91.3,92.6,94.3,5.8,93.5
CC(=O)N(CCc1ccccc1C)Cc1cc2cc3c(cc2[nH]c1=O)OCO3,97.5,0.0,101.8,102.7,93.3,97.0,7.6,100.1
N#CC1(Cc2ccc(Cl)cc2)c2ccccc2C=CN1C(=O)c1ccccc1 (stereo unspecified),101.5,0.0,101.5,94.1,96.4,96.7,-7.1,97.7
CC1CCN(C(=O)c2cc(Cl)ccc2NC(=O)c2ccco2)CC1,98.7,2.0,99.2,101.0,107.0,101.0,-20.1,107.1
NC(=O)CC(NC(=O)c1ccc(Br)cc1)c1ccc(NCc2ccc(F)c(F)c2)c([N+](=O)[O-])c1 (stereo unspecified),104.5,2.0,97.7,85.9,106.0,95.6,7.3,96.1
Cc1ccc(-n2ncc3c(N4CCC(C(N)=O)CC4)ncnc32)c(C)c1,109.1,0.0,89.0,105.2,109.5,106.8,12.6,104.3
COc1ccccc1CN1CC(C(=O)NCc2cc(C(C)C)no2)CCC1=O (stereo unspecified),93.4,1.0,93.5,102.1,103.8,100.3,11.7,96.2
Cc1cnc(C(=O)NNC(=O)c2ccc(Br)cc2)cn1,104.0,1.0,96.7,95.2,97.8,98.9,10.4,99.6
Cc1ccnc(SCC(N)=O)n1,98.2,1.0,92.2,95.6,93.8,102.5,-0.5,101.0
Cc1ccccc1SCC(=O)OCC(=O)Nc1sccc1C(N)=O,98.0,1.0,99.9,89.0,97.5,95.0,0.8,97.9
CCc1ccc(/C=C2/SC(=S)N(CCC(=O)Nc3cccnc3)C2=O)cc1,75.5,0.0,108.1,102.3,97.2,89.7,-19.0,92.5
Brc1ccc2cccnc2c1,99.3,0.0,90.8,101.8,98.8,105.8,35.0,95.8
COC(=O)c1ccccc1NC(=O)CSc1nnc(-c2cccnc2)n1N,92.5,0.0,89.3,92.7,103.6,101.7,10.8,96.9
C[C@H](CO)N1C[C@H](C)[C@@H](CN(C)S(=O)(=O)c2ccccc2)Oc2ccc(NC(=O)Nc3ccc4c(c3)OCO4)cc2C1=O,91.5,3.0,90.9,92.3,100.2,93.6,-5.2,94.0
Cc1ccc(C)c(-n2cc(CN3CCNC(=O)CC3)c(-c3ccccc3)n2)c1,91.7,0.0,112.4,93.4,86.8,nt,12.2,89.2
O=C1N[C@@H](Cc2ccccc2)C(=O)N2[C@H]1C[C@]1([C@]34C[C@H]5C(=O)N[C@@H](Cc6ccccc6)C(=O)N5[C@H]3N(S(=O)(=O)c3ccccc3)c3ccccc34)c3ccccc3N(S(=O)(=O)c3ccccc3)[C@H]21,146.5,6.0,107.6,133.1,102.3,95.9,-2.3,94.2
COc1ccc(NC(=O)N2CCC(NC(=O)c3ccco3)CC2)cc1,104.1,1.0,99.8,102.6,103.5,101.2,17.6,101.5
O=C(NCCc1ccccc1)c1cccc([N+](=O)[O-])c1,96.0,0.0,116.3,85.0,94.3,91.4,13.8,95.4
Cc1ccccc1C(=O)N1CCCC(N2CCN(Cc3ccc4c(c3)OCO4)CC2)C1 (stereo unspecified),94.6,1.0,104.3,96.6,103.9,99.8,2.2,96.8
COc1ccc(NC(=O)c2ccc3c(c2)OCCO3)cc1OC,97.5,2.0,99.0,96.3,103.4,99.8,-5.5,103.6
Cn1c(=O)c2c(nc(Cl)n2Cc2ccc(Cl)c(Cl)c2)n(C)c1=O,105.9,2.0,113.0,94.8,98.2,105.0,6.3,95.2
O=C(NN=C1C2CC3CC1CC(Cl)(C3)C2)c1ccccn1,102.9,0.0,92.1,103.6,103.5,103.0,2.7,106.8
CCC(CC)C(=O)c1c[nH]c(C(=O)NCc2ccco2)c1,104.9,0.0,80.1,106.5,98.1,104.0,0.0,103.5
Cc1cc(C(=O)NCc2ccco2)no1,112.5,14.0,86.6,112.7,107.0,107.6,-10.8,112.1
COc1ccc(CCN2CC(C(=O)Nc3nnc(Cc4ccccc4)s3)CC2=O)cc1OC (stereo unspecified),89.2,0.0,96.5,85.1,94.4,96.0,6.9,95.0
# Additional entries
SMILES,LAP4 TOR yeast,GRK2 aptamer HTS,CR mimetic SO,CIT2 TOR yeast,RPL19A-GFP yeast,AGP1-GFP MLPCN,VLA-4 inh,MEP2-GFP yeast
CCCn1c(SCC(=O)NCc2ccccc2)nnc1-c1ccncc1,105.9,0.0,108.2,101.0,96.8,108.1,8.4,106.3
O=C(NCc1cccnc1)c1ccccc1CCc1ccccc1,98.5,0.0,99.3,73.8,98.2,75.2,-4.2,96.4
Cc1cccc(N2C(=O)/C(=C\c3ccc(C(=O)O)cc3)c3ccccc3C2=O)c1,103.3,2.0,85.7,80.1,103.3,93.5,3.0,105.0
O=C(O)Cc1csc2ccccc12,94.1,0.0,117.3,98.5,94.8,93.2,-4.5,99.6
Cc1ccc(S(=O)(=O)NCc2ccc(C(=O)NC3CCC(O)CC3)cc2)cc1C (stereo unspecified),100.8,1.0,82.9,102.8,98.3,97.6,15.0,99.3
Cc1c(C)c2ccc(OCC(=O)NCCN3CCOCC3)cc2oc1=O,105.2,3.0,124.9,105.2,102.4,109.5,-2.2,102.4
COc1ccc(CNn2c(-c3cccs3)nc3ccccc3c2=O)cc1OC,101.7,2.0,92.9,82.4,96.5,93.0,-2.5,100.0
Cc1ccc(-c2csc3ncnc(Oc4ccc5c(C)cc(=O)oc5c4)c23)cc1,89.0,0.0,104.9,94.1,101.1,93.6,-0.1,98.3
CN(C(=O)CN1C(=O)CCSc2ccc(S(=O)(=O)N3CCCC3)cc21)c1ccccc1,104.2,3.0,88.8,101.1,97.1,103.7,11.6,100.5
CC(=O)c1ccc(N2CCN(C(=O)C3CCN(S(=O)(=O)c4ccc5c(c4)CC(C)N5C(C)=O)CC3)CC2)cc1 (stereo unspecified),182.8*,3.0,98.2,90.4,86.2,108.6,15.2,93.7
CC(C)n1nc(C(=O)Nc2cccc(S(=O)(=O)NCc3ccco3)c2)c2ccccc2c1=O,103.1,0.0,111.7,92.6,103.2,105.2,-5.2,106.8
COc1ccc(NC(=S)N2CCC(NC(=O)c3ccc(OC)cc3)CC2)cc1,95.2,0.0,119.5,90.5,93.2,90.8,-3.1,91.7
Cn1c(SCc2cccc3ccccc23)nnc1-c1ccco1,89.7,0.0,95.8,85.0,89.8,84.1,0.1,94.1
COc1ccc(C(=O)N/C(=C\c2ccccc2)C(=O)NCc2cccnc2)cc1,98.7,0.0,93.3,111.0,103.1,105.9,-5.2,100.9
Cn1c(C(=O)NCc2cccnc2)cc2sc(Cl)cc21,104.6,0.0,95.7,99.8,104.0,103.8,9.3,106.3
Cc1cc(NC(=O)CCl)n(-c2nc3ccccc3s2)n1,104.4,0.0,92.3,94.1,99.9,99.8,40.4,102.6
CCOCCn1c(SC(C)C(C)=O)nc2c1c(=O)[nH]c(=O)n2C (stereo unspecified),111.3,0.0,101.5,101.8,102.8,115.0,23.3,98.4
CC(=O)Nc1c2c(nn1-c1ccc(C)cc1C)CSC2,101.2,6.0,77.0,97.7,101.7,104.1,5.4,105.3
Cc1cc(C)c(C(=O)CSc2n[nH]c(=O)n2C2CC2)cc1C,103.5,0.0,91.4,103.2,104.0,106.1,0.0,103.5
CCc1ccccc1NC1c2ccccc2C(=O)N1c1cc(C)ccn1 (stereo unspecified),104.4,0.0,67.3,110.8,101.5,103.4,-10.4,100.6
O=c1[nH]cnc2c1C(c1ccc(Cl)cc1)c1c(nc[nH]c1=O)O2,99.7,0.0,99.5,102.2,100.4,103.4,3.8,99.1
O=C(Nc1ccc(F)cc1F)c1ccc2nc(N3CCOCC3)sc2c1,104.2,0.0,117.1,89.3,100.0,92.8,32.5,102.2
Cc1ccccc1OC(C)C(=O)N1CCN(c2ccccn2)CC1 (stereo unspecified),100.0,2.0,102.5,99.9,89.8,104.0,12.1,99.1
CC(=O)c1c(C)[nH]c(C(=O)COC(=O)c2c(C)noc2C)c1C,105.3,0.0,80.7,92.9,98.5,98.6,9.2,98.2
O=C(NCc1ccco1)c1cc2sccc2n1Cc1ccccc1,89.2,0.0,118.4,94.3,99.5,96.2,10.2,95.7
COc1ccc(-n2nnc3c(SCC(=O)OCc4ccccc4)ncnc32)cc1,99.7,0.0,94.3,100.6,99.6,99.2,6.0,107.3
Cc1ccc(-c2ccc(/C=N/NC(=O)c3ccccc3O)o2)cc1,101.0,3.0,100.2,98.7,97.7,103.1,-0.8,100.0
COc1ccc(OC)c(N(CC(=O)Nc2ccccc2C(=O)NCc2ccco2)S(C)(=O)=O)c1,92.3,5.0,101.6,nt,102.1,104.5,-1.0,97.3

# Three compounds out of the list above, arranged by their value in GRK2 aptamer HTS, falling.
canonical_smiles	GRK2 aptamer HTS
CC(=O)Nc1c2c(nn1-c1ccc(C)cc1C)CSC2	6.0
Cc1c(C)c2ccc(OCC(=O)NCCN3CCOCC3)cc2oc1=O	3.0
O=C(Nc1ccc(F)cc1F)c1ccc2nc(N3CCOCC3)sc2c1	0.0

# Structural class: the compounds so far containing an aryl methoxy group
SMILES,LAP4 TOR yeast,GRK2 aptamer HTS,CR mimetic SO,CIT2 TOR yeast,RPL19A-GFP yeast,AGP1-GFP MLPCN,VLA-4 inh,MEP2-GFP yeast
COc1ccccc1CN1CC(C(=O)NCc2cc(C(C)C)no2)CCC1=O (stereo unspecified),93.4,1.0,93.5,102.1,103.8,100.3,11.7,96.2
COc1ccc(NC(=O)N2CCC(NC(=O)c3ccco3)CC2)cc1,104.1,1.0,99.8,102.6,103.5,101.2,17.6,101.5
COc1ccc(NC(=O)c2ccc3c(c2)OCCO3)cc1OC,97.5,2.0,99.0,96.3,103.4,99.8,-5.5,103.6
COc1ccc(CCN2CC(C(=O)Nc3nnc(Cc4ccccc4)s3)CC2=O)cc1OC (stereo unspecified),89.2,0.0,96.5,85.1,94.4,96.0,6.9,95.0
COc1ccc(CNn2c(-c3cccs3)nc3ccccc3c2=O)cc1OC,101.7,2.0,92.9,82.4,96.5,93.0,-2.5,100.0
COc1ccc(NC(=S)N2CCC(NC(=O)c3ccc(OC)cc3)CC2)cc1,95.2,0.0,119.5,90.5,93.2,90.8,-3.1,91.7
COc1ccc(C(=O)N/C(=C\c2ccccc2)C(=O)NCc2cccnc2)cc1,98.7,0.0,93.3,111.0,103.1,105.9,-5.2,100.9
COc1ccc(-n2nnc3c(SCC(=O)OCc4ccccc4)ncnc32)cc1,99.7,0.0,94.3,100.6,99.6,99.2,6.0,107.3
COc1ccc(OC)c(N(CC(=O)Nc2ccccc2C(=O)NCc2ccco2)S(C)(=O)=O)c1,92.3,5.0,101.6,nt,102.1,104.5,-1.0,97.3
